NPR1 activator = GC-A stimulated cGMP production enhancers – HEK293 GC-A cells, cGMP TR-FRET, EC30 ANP, primary screen; Atrial natriuretic peptide receptor 1 (Homo sapiens), P16066; 0% at EC30 ANP, 100% saturating ANP; activation, % at 10 µM; 370,000 compounds, 0.14% hits; in the data active = activation above about 40%
Target sequence (P16066 whole entry, looked up): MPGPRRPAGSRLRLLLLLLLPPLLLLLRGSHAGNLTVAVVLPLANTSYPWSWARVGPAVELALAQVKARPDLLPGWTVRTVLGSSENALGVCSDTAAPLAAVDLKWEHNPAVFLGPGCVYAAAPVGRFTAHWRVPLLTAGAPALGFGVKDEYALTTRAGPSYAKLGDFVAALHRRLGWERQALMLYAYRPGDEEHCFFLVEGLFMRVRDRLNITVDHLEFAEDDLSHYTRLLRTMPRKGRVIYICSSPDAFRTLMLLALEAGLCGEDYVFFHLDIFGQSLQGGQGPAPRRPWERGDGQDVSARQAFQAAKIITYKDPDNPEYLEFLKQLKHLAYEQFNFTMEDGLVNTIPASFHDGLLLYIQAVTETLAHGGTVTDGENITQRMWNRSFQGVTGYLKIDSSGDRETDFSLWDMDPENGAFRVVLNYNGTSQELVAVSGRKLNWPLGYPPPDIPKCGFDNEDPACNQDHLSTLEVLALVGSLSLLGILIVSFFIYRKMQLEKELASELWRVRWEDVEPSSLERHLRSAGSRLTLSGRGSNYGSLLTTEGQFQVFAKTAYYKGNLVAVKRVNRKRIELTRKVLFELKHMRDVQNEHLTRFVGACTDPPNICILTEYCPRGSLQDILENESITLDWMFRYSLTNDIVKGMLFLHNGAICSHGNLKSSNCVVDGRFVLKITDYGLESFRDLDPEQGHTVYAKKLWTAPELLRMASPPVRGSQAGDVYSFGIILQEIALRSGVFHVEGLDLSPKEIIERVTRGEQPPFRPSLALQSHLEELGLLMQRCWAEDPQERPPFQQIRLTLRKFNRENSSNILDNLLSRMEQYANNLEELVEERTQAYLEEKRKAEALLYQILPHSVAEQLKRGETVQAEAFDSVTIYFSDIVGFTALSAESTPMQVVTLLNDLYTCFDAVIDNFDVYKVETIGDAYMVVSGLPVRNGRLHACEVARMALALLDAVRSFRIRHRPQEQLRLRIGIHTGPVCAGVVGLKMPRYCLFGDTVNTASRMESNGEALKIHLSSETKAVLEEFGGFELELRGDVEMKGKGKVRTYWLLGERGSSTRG
GAA850 FXN act = FXN promoter activators, primary screen, cell-based, luciferase luminescence, HEK293 lucGAA850; HEK293 lucGAA850 FXN promoter luciferase reporter, 24 h; percent of 10 µM SAHA response; activation, % at 6 µM; 360,000 compounds, 0.56% hits; AID 540364, 2011;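 active = activation above the average of all compounds screened plus 3 SD, cutoff fixed separately per campaign, cut at about 7.5% in these data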;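 also: 0% = DMSO wells and 100% = 10 µM SAHA wells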
ASAP1 GAP inh = inhibitors of human ASAP1 ArfGAP activity, primary screen, biochemical, fluorescence polarization | Arf-GAP with SH3 domain, ANK repeat and PH domain-containing protein 1 (Homo sapiens), … | ASAP1-stimulated ARF1 GTP hydrolysis, GDP FP detection | inhibition, % at 16.5 µM | 360,000 compounds, 0.19% hits | AID 624377, 2012; in the data active = inhibition above about 25%;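 also: 0% = vehicle with enzyme and substrate and 100% = no enzyme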
proKLK7 act = proKLK7 zymogen activators, primary screen, biochemical, fluorescence intensity. Kallikrein-7 (Homo sapiens), P49862. purified proKLK7, EDANS-DABCYL substrate fluorescence; 100% is mature enzyme control, 0% vehicle. activation, % at 7 µM. 370,000 compounds, 0.9% hits. AID 652039, 2013;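 active = activation above the mean of all tested compounds plus 3 SD, computed per campaign excluding outliers beyond control limits, cut at about 13% in these data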
sPLA2-III inh = human group III sPLA2 inhibitors, primary screen, biochemical, QFRET, BODIPY PC-A2 liposome substrate. Group 3 secretory phospholipase A2 (Homo sapiens), Q9NZ20. QFRET BODIPY PC-A2 liposome hydrolysis, fluorescence. 370,000 compounds, 0.56% hits. inhibition, % at 12.2 µM;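 active = inhibition above mean plus 3 SD of compounds lying within the high and low control bounds, cut at about 19% in these data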;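 also: 0% = median of test compound wells and 100% = no enzyme DMSO wells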
ADAM10 inh = human ADAM10 inhibitors, primary screen, biochemical, QFRET, HTS | recombinant ADAM10, EDANS/DABCYL FRET peptide cleavage, 3 h | inhibition, % at 7 µM | 370,000 compounds, 0.62% hits | AID 720582, 2013;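 active = inhibition above a per-campaign cutoff equal to the mean of compounds falling between control-based bounds plus 3 SD, cut at about 20% in these data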;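 also: 0% = DMSO wells while the 100% control is not disclosed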
rCAG RNA binder = binders of r(CAG) RNA repeats, primary screen, biochemical, fluorescence; r(CAG) RNA repeat, TO-PRO-1 dye displacement fluorescence; inhibition, % at 3 µM; 370,000 compounds, 1.3% hits;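 active = inhibition above the plate cutoff, the mean of all test compounds on that plate plus 3 SD, cut at about 35% in these data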;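 also: 0% = DMSO alone and 100% = 100 µM mitoxantrone as full dye displacement; higher means more dye released from RNA so lower well fluorescence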
GC-B act = human GC-B receptor activators, primary screen, HEK293 GC-B cells, cGMP TR-FRET, EC30 CNP; Atrial natriuretic peptide receptor 2 (Homo sapiens), P20594; 0% at EC30 CNP, 100% saturating CNP; activation, % at 10 µM; 370,000 compounds, 0.11% hits;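 active = activation at 10 µM reaching about 35% in either raw or pattern-adjusted values, limit read from the data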
ARFGAP1 inhibitor = inhibitors of rat ARFGAP1 GAP activity, primary screen, biochemical, fluorescence polarization, GDP tracer; ADP-ribosylation factor GTPase-activating protein 1 (Rattus norvegicus), Q62848; Arfgap1-stimulated ARF1 GTP hydrolysis, GDP FP detection; inhibition, % at 16.5 µM; 360,000 compounds, 0.26% hits;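 active = inhibition above a per-plate limit, mean inhibition of low control wells plus 3 SD, cut at about 25% in these data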;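 also: 0% = DMSO wells with enzyme and 100% = wells lacking Arfgap1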
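System: truncated rat Arfgap1 GAP domain / Benchmarks: high control wells lacking Arfgap1, low control full reaction with DMSO / Times: compound-enzyme preincubation 20 min, reaction 120 min, detection 60 min, 25 °C / Repeats: one replicate per compound / Also added: human ARF1(Δ1-17)-GTP substrate / Measured by: Tracer-displacement fluorescence polarization with EDTA stop, 620/688 nm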
Tn6 DDE FP = inhibitors of Tn6 peptide binding to fibrin DD(E), primary screen, biochemical, fluorescence polarization, human fibrin, Tn6 probe; Fibrin DD(E) TRITC-Tn6 fluorescence polarization displacement; Fibrinogen beta chain (Homo sapiens), P02675; 370,000 compounds, 0.21% hits; inhibition, % at 8.3 µM;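 active = inhibition above a per-campaign cutoff: mean of compounds within control limits plus 3 SD, cut at about 15% in these data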;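 also: 0% = median of all compound wells on the plate and 100% = blocking peptide control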
An asterisk follows results filed as active.

Every second line gives: NPR1 activator, GAA850 FXN act, ASAP1 GAP inh, proKLK7 act, sPLA2-III inh, ADAM10 inh, rCAG RNA binder, GC-B act, ARFGAP1 inhibitor, Tn6 DDE FP
#1 Cc1cc(C)cc(NC2=CC(=O)CC(c3ccco3)C2)c1 (stereo not drawn)
  0, 0.6, -13, -0.3, 1, -6, -1, -8, -4, 2
#2 O=C1CCCN1Cc1ccccc1
  2, -2.1, 2, -0.2, 6, -1, 2, -3, 2, -4
#3 CCc1nc2cccnc2n1-c1ccc(CC(=O)NC(C)CC)cc1 (stereo not drawn)
  0, -0.4, 9, -0.8, 2, -8, -1, 0, 4, 9
#4 COc1cc(NC(=O)C2C3C=CC(C3)C2C(=O)O)c(OC)cc1Cl (stereo not drawn)
  -3, -0.7, -12, 0.8, 12, 1, 0, 0, 9, -1
#5 CCNC(=S)N1CCc2cc(OC)c(OC)cc2C1COc1ccc(OC)cc1 (stereo not drawn)
  4, 6.2, -5, -0.1, 2, 4, -2, 1, 6, -2
#6 O=C(N/N=C/c1ccccc1)c1ccc(N2CCOCC2)c([N+](=O)[O-])c1
  2, 1.1, -4, -0.1, -1, 4, 2, -2, 9, 1
#7 Nc1cccnc1Sc1cc(Cl)c(Cl)cc1Cl
  5, 0.5, -7, -0.1, 6, 16, 5, 2, 2, -14
#8 C/C(=N\NC(=O)c1ccccc1-n1cccc1)C1CC1
  -3, 1.4, -1, 0.8, 2, 0, 2, 4, 9, 1
#9 COc1ccc2nc(N3CCCC(C(=O)NCCCN4C(C)CCCC4C)C3)sc2c1 (stereo not drawn)
  -1, 1.6, -1, 0.7, 2, 6, -1, -2, -7, -5
#10 CCOC(=O)c1coc(C(=O)OCC)c1C(=O)OCC
  -2, -0.1, 0, 0.7, 0, -2, -2, 1, -16, 2
#11 COc1ccc2nc(NC(=O)c3cnccn3)sc2c1
  -2, 2.2, 0, -0.1, 4, 1, 6, 2, 7, 3
#12 O=c1c2ccccc2cnn1Cc1ccc(Br)cc1F
  1, 0.0, -10, 0.3, 5, 13, 5, 5, -17, 4
#13 Cc1nn(CC(=O)NCCCc2ccccc2)c(=O)c2cc3occc3n12
  1, -2.5, -6, 0.0, 6, -8, -2, -12, -9, -11
#14 COc1ccc(COC(=O)c2ccc(S(=O)(=O)N3CCC(C)CC3)cc2)cc1
  0, 3.8, -9, -0.2, 8, -11, -2, 14, -9, -5
#15 CC(=O)/C(=N/Nc1cccc(Cl)c1)N1CCOCC1
  -1, -2.0, 3, 0.5, 4, -20, -6, 2, 1, -1
#16 C=CCNCCCOc1ccc(C(C)(C)c2ccccc2)cc1
  -2, -1.2, 5, -0.1, -9, 5, 5, 1, 0, -7
#17 CC(=O)N1CCC(=NNC(=O)c2cc3ccccc3cc2O)CC1
  0, -0.2, 3, -1.7, 4, -16, 34, -7, 12, -2
#18 CCCCOc1ccc(C(=O)NCc2ccccn2)cc1
  2, 6.1, 1, -0.7, 5, -9, 4, -9, 3, -5
#19 Cc1ccc(-n2ncc3c(NNC(=O)c4cccs4)ncnc32)cc1
  11, 0.1, -10, 0.2, 3, -5, 34, -2, -6, 2
#20 Clc1cccc(-c2ccc(CNCc3ccccn3)o2)c1
  3, 0.0, 0, 0.2, 6, -4, -5, 2, 3, 3

The last 2 records of the part before lead into the next:
Every second line gives: NPR1 activator, GAA850 FXN act, ASAP1 GAP inh, proKLK7 act, sPLA2-III inh, ADAM10 inh, rCAG RNA binder, GC-B act, ARFGAP1 inhibitor, Tn6 DDE FP
#19 Cc1ccc(-n2ncc3c(NNC(=O)c4cccs4)ncnc32)cc1
  11, 0.1, -10, 0.2, 3, -5, 34, -2, -6, 2
#20 Clc1cccc(-c2ccc(CNCc3ccccn3)o2)c1
  3, 0.0, 0, 0.2, 6, -4, -5, 2, 3, 3
#21 COCCNC(=O)c1cccc(OC2CCN(Cc3ccc(C(C)C)cc3)CC2)c1
  8, -0.2, 13, 0.5, -13, -5, -10, -3, 7, 1
#22 COC(=O)C1=C(C(=O)c2ccc(C)cc2)C(c2ccc(O)c(OC)c2)n2nnnc2N1 (stereo not drawn)
  3, 0.0, 13, 0.9, -6, -14, 9, 1, 4, 4
#23 c1ccc(Cn2nnnc2CN2CCCC2)cc1
  1, 0.4, -1, -0.1, 3, 4, -2, 7, -11, -2
#24 Cc1ccc2c(C)[nH]c(=O)cc2c1
  4, -2.1, -1, -0.6, 3, -3, -1, 4, 2, -1
#25 O=C(NCCC(=O)N1CCN(c2ncccn2)CC1)c1ccccc1
  0, -1.5, -8, 0.3, 0, -6, -2, 2, -1, 4
#26 CC1(NC(=O)CC(c2ccccc2)(c2ccccc2)c2ccccc2)CCN(Cc2ccc(-c3ccccc3)cc2)C1=O (stereo not drawn)
  -1, 0.9, 6, -0.2, -3, 1, 5, 5, -2, 6
#27 Cc1cc(C)cc(-n2c(C)nc3cc(C(=O)O)ccc32)c1
  -5, 3.2, -1, -0.6, 5, -9, -2, -7, -5, -3
#28 COc1ccc(/C=N/NC(=O)COc2ccccc2-c2ccccc2)cc1
  -14, 2.4, -6, -0.4, -12, 17, 0, -8, 14, -3
#29 COc1ccccc1NS(=O)(=O)c1ccc(C)c(C(=O)NCC(c2ccco2)N(C)C)c1 (stereo not drawn)
  4, 0.6, 8, -0.2, -8, 0, -1, 7, -9, 0
#30 CC(C)[C@H](NC(=O)[C@H](Cc1ccccc1)n1c(=O)[nH]c2ccccc2c1=O)C(=O)N1CCC[C@@H]1C(=O)O
  3, 2.5, -1, 0.2, 7, -17, 0, -2, 6, -1
#31 CC1(C)Cc2c(cnn2-c2ccc(F)cc2)C(NC(=O)Cn2cncn2)C1 (stereo not drawn)
  -1, -2.3, -1, -0.2, 1, 6, -4, 7, -2, -5
#32 CN(C)C(=O)c1cccc(-c2cnc3c(NC=O)cc(-c4ccccc4F)cn23)c1
  -8, 4.9, 2, 0.3, -2, -45, 7, -8, 8, 1
#33 CC(C)Cc1cc(CN2CCCC(CO)(Cc3cccc(Cl)c3)C2)[nH]n1 (stereo not drawn)
  -8, -3.1, 10, 0.1, -29, 1, -7, -2, 9, 3
#34 COc1ccc(OCCCC(=O)Nc2cc(S(=O)(=O)N3CCCCC3)ccc2OC)cc1
  -4, 1.1, 12, -0.8, -6, -3, -2, -4, 1, 12
#35 O=C(NC1CCCCC1)C(c1ccncc1)N(C(=O)c1ccco1)c1ccc(F)cc1 (stereo not drawn)
  0, -1.1, -3, -0.6, 7, 5, 3, 6, -12, -8
#36 O=C(NCN1CCN(c2ccccn2)CC1)c1cnccn1
  4, 1.0, -9, -0.4, 3, -15, 0, 8, -2, -1
#37 NC(=O)c1nc(C(=O)N2CCCCC2)c2ccccc2n1
  1, 0.7, 6, 0.3, 5, -2, 1, 12, 1, -3
#38 Cc1ccc(NC(=O)c2ccc(OC(=S)N3CCOCC3)cc2)cc1
  5, 4.3, -16, 0.1, -2, -2, -4, 2, 21, 3
#39 Cc1onc(-c2cccc(Cl)c2Cl)c1C(=O)O/N=C(\N)c1ccc([N+](=O)[O-])o1
  -1, -0.2, 3, 0.4, -2, 1, -1, 3, 0, 4
#40 CC(=O)Nc1nc2ccc(S(=O)(=O)N3CCCCC3)cc2s1
  6, 2.0, -1, -0.1, 2, 2, 4, 1, -12, -5

The listing continues:
Every second line gives: NPR1 activator, GAA850 FXN act, ASAP1 GAP inh, proKLK7 act, sPLA2-III inh, ADAM10 inh, rCAG RNA binder, GC-B act, ARFGAP1 inhibitor, Tn6 DDE FP
#41 S=C(NCc1ccccc1)NCc1ccccc1Cl
  -1, 0.1, 2, 0.7, -2, 3, -3, 2, 13, 0
#42 CCOC(=S)SCC(=O)Nc1ncc(C)s1
  -4, -0.1, -4, 0.0, 20*, -5, 1, 6, 15, 2
#43 CC(NC(=O)CCc1nnc(-c2ccc(-c3ccccc3)cc2)o1)c1nc2ccccc2[nH]1 (stereo not drawn)
  1, -9.2, -1, -0.8, -19, -12, 5, -11, -8, -4
#44 C=CCOc1ccc(/C=C2\C(=N)N3N=C(S(=O)(=O)CC)SC3=NC2=O)cc1OC
  2, 1.4, -13, -0.2, -6, 4, 36*, 0, 4, 2
#45 CC12c3ccccc3C(c3ccccc31)C1C(=O)N(c3ccncc3)C(=O)C12 (stereo not drawn)
  -24, -1.2, -4, -0.5, -5, -1, -6, -8, 0, -1
#46 Cc1cccc(C)c1Nc1nnc(SCC(=O)c2ccc(Br)s2)s1
  -8, 3.0, -14, 0.3, -50, 16, 4, -7, -5, 1
#47 Cc1c(NC(=O)COc2cccc(F)c2)c(=O)n(-c2ccccc2)n1C
  2, 0.3, 6, 0.5, 6, -11, 1, 0, 3, -3
#48 CCN(C[C@H]1N[C@@](Cc2ccccc2)(C(=O)OC)[C@H]2C(=O)N(C)C(=O)[C@@H]12)S(=O)(=O)c1ccc(OC(F)(F)F)cc1
  -2, -4.2, -3, 0.6, 5, -7, 0, 5, -11, 9
#49 CC(C)NC(=O)c1cc(C2CCCCN2C(=O)c2cc(C(C)(C)C)nn2C)on1 (stereo not drawn)
  -1, 0.2, 4, -0.1, -2, 0, -3, 0, 4, -4
#50 COc1ccc(NC(=O)c2ccc(CN(c3cc(Cl)ccc3C)S(=O)(=O)c3ccccc3)cc2)cc1OC
  6, -2.1, -1, 0.2, -1, 4, 4, 2, -2, 9
#51 O=C1COc2ccc(C(=O)NCc3ccc4c(c3)OCO4)cc2N1
  7, -0.7, 5, -0.3, 6, 5, -3, 2, 12, 0

Screens as filed in PubChem BioAssay.
